# Bioassay records deposited in PubChem BioAssay by several laboratories.
# Runt-SMMHC FRET: inhibitors of RUNX1 Runt–CBFb-SMMHC binding, primary screen, biochemical, FRET, Cerulean-Runt, Venus-CBFb-SMMHC, uHTS | Runt-related transcription factor 1 (Homo sapiens) + Core-binding factor subunit beta … | Cerulean-Runt/Venus-CBFb-SMMHC FRET ratio 530/480, 1 h | inhibition, % at 20 µM | actives 0.74% (n = 220,000);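 active = mean inhibition across duplicate retests at 20 µM reaching about 50%, limit read from the data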;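 also: 0% = DMSO wells and 100% = wells with excess untagged CBFb-SMMHC; inhibitors lower the FRET ratio by blocking Runt binding to CBFb-SMMHC; some results filed as inactive read as strong as hits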
# Hck Nef HTS: inhibitors of Nef-activated human Hck kinase, primary screen, biochemical, Z-Lyte FRET, 384-well, Hck-YEEI; Tyrosine-protein kinase HCK (Homo sapiens), P08631; Recombinant Hck-YEEI plus Nef, Z-Lyte FRET kinase assay; inhibition, % at 20 µM; actives 0.68% (n = 220,000);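 active = Hck-Nef kinase inhibition above about 50%, limit read from the data; inactive = inhibition below that limit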;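 also: 0% = DMSO with Hck plus Nef and 100% = Hck alone without Nef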
# Target sequence (P08631 whole entry, looked up): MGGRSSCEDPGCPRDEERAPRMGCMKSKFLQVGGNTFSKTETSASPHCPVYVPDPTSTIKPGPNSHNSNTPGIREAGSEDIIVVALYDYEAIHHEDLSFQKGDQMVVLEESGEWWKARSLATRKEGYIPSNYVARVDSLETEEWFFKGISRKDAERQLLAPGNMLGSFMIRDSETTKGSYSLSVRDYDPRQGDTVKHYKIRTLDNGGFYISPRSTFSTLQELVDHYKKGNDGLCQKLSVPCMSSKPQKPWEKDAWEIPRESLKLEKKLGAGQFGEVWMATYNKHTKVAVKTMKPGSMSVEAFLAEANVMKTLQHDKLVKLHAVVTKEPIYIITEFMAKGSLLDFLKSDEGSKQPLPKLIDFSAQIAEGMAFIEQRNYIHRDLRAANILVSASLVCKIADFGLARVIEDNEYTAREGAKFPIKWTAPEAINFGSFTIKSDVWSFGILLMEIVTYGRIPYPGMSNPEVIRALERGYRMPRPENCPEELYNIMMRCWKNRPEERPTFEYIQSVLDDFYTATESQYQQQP
# PERK inh: block of dimerizer-induced PERK translation repression, primary screen, PERK inhibitor project, CHO PERK-DD cells, SEAP luminescence, HTS; CHO PERK-DD fusion, SEAP luminescence translation reporter; Eukaryotic translation initiation factor 2-alpha kinase 3 (Homo sapiens), Q9NZJ5; inhibition, % at 5.6 µM; actives 0.17% (n = 220,000); AID 1416, 2008;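 active = inhibition above the mean inhibition of all tested compounds plus 3 SD, set separately per screening campaign, cut at about 2.9% in these data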;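 also: PERK kinase domain activated by AP20187 dimerizer at 100 nM; 0% = DMSO with dimerizer and 100% = rapamycin at 8.4 µM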
# TNF death inh: inhibitors of TNF-alpha triggered necroptosis, primary screen, cell-based, Jurkat FADD-/-, single concentration. Jurkat FADD-/- TNF necroptosis rescue, ATP luminescence, 24 h; 0 = TNF only, 100 = no-TNF cells. activation (protection from cell death), % at 10 µM. actives 0.068% (n = 220,000). AID 463075, 2010;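 active = activation, meaning protection from cell death, of at least 50% relative to plate controls; inactive = activation below 50%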;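 also: necroptosis triggered by 40 ng/mL TNF-alpha added together with compound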
# EP2 mod: EP2 receptor modulators, cAMP readout, primary screen, cell-based, HTRF cAMP, PGE2 stimulation; Prostaglandin E2 receptor EP2 subtype (Homo sapiens), P43116; EP2-expressing cells, cAMP HTRF FRET, PGE2 co-stimulation; induction, % at 25 µM; actives 0.83% (n = 260,000); AID 940, 2007;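 active = compounds whose cAMP rise, as percent of the full-agonist control response, exceeds 60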;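 also: rat C6 glioma line stably carrying human EP2 under a CMV promoter; the protocol text gives 20 µM as final concentration; 100% = response of wells given 1 µM PGE2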
# Target sequence (P43116 whole entry, looked up): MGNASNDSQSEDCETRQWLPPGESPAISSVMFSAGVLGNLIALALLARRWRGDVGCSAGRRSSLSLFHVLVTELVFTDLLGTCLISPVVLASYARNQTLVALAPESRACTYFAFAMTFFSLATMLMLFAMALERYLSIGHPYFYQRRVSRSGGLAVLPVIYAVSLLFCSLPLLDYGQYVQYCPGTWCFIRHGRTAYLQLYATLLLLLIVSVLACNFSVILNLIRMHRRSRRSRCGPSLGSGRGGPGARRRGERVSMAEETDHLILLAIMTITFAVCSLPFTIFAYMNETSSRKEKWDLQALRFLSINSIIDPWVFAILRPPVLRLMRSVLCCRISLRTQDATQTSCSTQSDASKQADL
# Runt-CBFb FRET: inhibitors of RUNX1 Runt–CBFb binding, primary screen, biochemical, FRET, Cerulean-Runt, Venus-CBFb, uHTS; Cerulean-Runt/Venus-CBFb FRET ratio 530/480, 1 h; inhibition, % at 20 µM; actives 0.46% (n = 220,000);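 active = inhibition over about 50% at 20 µM in the single-dose screen, limit read from the data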;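 also: 0% = DMSO wells and 100% = excess unlabeled CBFb competitor control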
#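 Measured by: fluorescence energy transfer, 422 nm excitation, 530/480 nm emission; Assay system: Cerulean-Runt domain; Medium: Tris pH 7.5 buffer with BSA; Measure: loss of energy transfer signal; Controls: 5 µM unlabeled CBFb as full-inhibition high control; Incubation: protein complex preformed 1 h, compound exposure 1 h, room temperature, dark.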
# zVAD death inh: inhibitors of zVAD-triggered necroptosis, primary screen, L929 cells; AID 1377, 2008; L929 zVAD necroptosis rescue, ATP luminescence, 24 h; with zVAD 60 µM; viability rescue, % at 10 µM; actives 0.38% (n = 220,000);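 active = activation, scaled between plate controls, above about 75%, limit read from the data; inactive = activation under that limit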;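 also: 0% = zVAD with DMSO and 100% = DMSO alone without zVAD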
# RBBP9 inh: human RBBP9 inhibitors, primary screen, biochemical, fluorescence polarization, FP-Rh probe, HTS; Serine hydrolase RBBP9 (Homo sapiens), O75884; recombinant RBBP9; actives 0.2% (n = 220,000); inhibition, % at 7.94 µM;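 active = inhibition above the campaign mean of all tested compounds plus 3 SD, cut at about 14% in these data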;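 also: plate controls were DMSO wells with RBBP9 for no effect and wells lacking RBBP9 protein for full effect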
# Target sequence (O75884 whole entry, looked up): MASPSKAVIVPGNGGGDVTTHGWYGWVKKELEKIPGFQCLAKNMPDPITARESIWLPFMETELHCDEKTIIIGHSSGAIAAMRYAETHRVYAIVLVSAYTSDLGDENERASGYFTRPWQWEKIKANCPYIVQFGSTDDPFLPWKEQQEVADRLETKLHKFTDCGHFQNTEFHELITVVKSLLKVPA
#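 Measured by – fluorescence polarization · Test system – RBBP9 protein · Input – 2.5 µM RBBP9 dispensing solution, before mixing · Measure – percent inhibition from mP, scaled between DMSO and no-protein wells · Benchmarks – DMSO-treated enzyme wells and wells lacking RBBP9 · Times – preincubation 30 min plus labeling 45 min at 25 °C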
# PGE2 EP2 inh: human EP2 receptor antagonists, primary screen, TR-FRET cAMP, C6 glioma cells. C6 glioma cells expressing human EP2; cells stimulated with saturating PGE2. inhibition, % at 25 µM. actives 0.52% (n = 260,000). AID 1422, 2008;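 active = percent inhibition above 40 after rounding to a whole number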;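 also: rat C6 glioma host cells with rolipram phosphodiesterase inhibitor present; the protocol text gives 20 µM as final concentration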
# The depositor's hits bear a star; . = not tested or not shown; & = joins results of further samples. An excerpt. The share of hits here may be higher or lower than overall.
canonical_smiles	Runt-SMMHC FRET	Hck Nef HTS	PERK inh	TNF death inh	EP2 mod	Runt-CBFb FRET	zVAD death inh	RBBP9 inh	PGE2 EP2 inh
O=C(/C=C/c1ccccc1)OCc1cnc(Cl)s1	0	21	-0.8	1.6	4	-2	3.1	-4	4
O=C(c1cc(=O)[nH]c2ccccc12)N1CCN(S(=O)(=O)c2ccc3ccccc3c2)CC1	3	-2	0.0	-13	0	0	0.3	-10	19
C/C(CC(=O)Nc1ccc(N(C)C)cc1)=N\NC(=O)Cc1csc(N)n1	-3	4	0.2	0.5	-10	-6	0.0	2	7
Cc1ccc(NC2=NC(c3ccc(F)cc3)n3c(nc(C)cc3=O)N2)c(C)c1 (stereo not drawn)	0	35	-0.6	3.3	4	-1	1.0	-5	10
O=C(Nc1nnc(C2CC2)s1)c1cc(S(=O)(=O)N2CCN(c3ccccc3)CC2)ccc1Cl	-1	0	-1.0	-0.2	8	.	0.0	-7	8
Cc1ccc(C)c(N2CCN(C(=O)c3ccc(CS(=O)(=O)c4ccccc4C)o3)CC2)c1	-3	1	-0.7	-7.8	-35	-6	1.1	-7	1
CCOC(=O)c1ccc(NC(=S)NCCC2=CCCCC2)cc1	1	1	0.3	2.6	-5	-5	2.0	-5	7
Nn1c(SCC(=O)NC2CCCc3ccccc32)nnc1-c1cccs1 (stereo not drawn)	-2	4	0.2	-6.7	20	-2	-0.4	-7	8
CCN(CC)C(=O)CN(C#N)c1nc(NC(C)C)nc(NC(C)C)n1	4	0	0.7	1.7	-1	-3	-0.1	-3	4
Cn1cnnc1SCC(=O)Nc1cc(S(=O)(=O)N2CCCCCC2)ccc1Cl	9	3	-0.2	0.3	9	-3	0.3	2	7
COc1ccc(NC(=O)CC2C(=O)N(c3ccc(OC)cc3)C(=S)N2NC(=O)c2cccc(F)c2)cc1 (stereo not drawn)	-34	4	-0.2	-0.2	36	3	0.0	-3	4
COCCCNC(=O)c1ccc(Cn2c(=O)[nH]c3ccccc3c2=O)cc1	4	-8	0.3	-5.5	15	0	.	-6	9
CCOC(=O)c1oc2cccc(O)c2c1CN(Cc1ccccc1)C(C)=O	0	-2	-0.1	-2.7	26	2	-0.6	-2	4
CCOC(=O)c1c(O)c2ccccc2n(C)c1=O	-4	24	0.3	-0.9	30	6	14	-4	11
CCOC(=O)CSc1ncccn1	3	12	0.9	1.7	13	0	0.0	1	5
Cc1ccc(C(=O)OCc2cn3ccccc3n2)cc1	1	0	-0.1	2.9	-34	-1	-0.1	-6	20
CC12CCC(C(=O)NCCCn3ccnc3)(OC1=O)C2(C)C (stereo not drawn)	2	6	0.5	-1.1	5	-1	0.0	2	13
CC(OC(=O)c1ccc(Cl)nc1)C(=O)NC(C)(C)C (stereo not drawn)	0	9	0.5	0.0	-12	-1	0.1	-2	5
CCCCn1nnc(NC(=O)c2ccc(-c3ccccc3)cc2)n1	0	-1	-0.7	0.9	18	-1	0.3	-3	13
CC12C(=O)N(Cc3ccco3)C(=O)C1C1c3ccccc3C2c2ccccc21 (stereo not drawn)	0	1	-1.0	-1.4	19	7	0.2	-6	13
c1ccc2c(c1)CCCN2Cc1nnnn1C1CCCC1	4	0	0.0	-0.4	30	0	-0.5	-6	4
Cc1cccc(NC(=O)c2sc3nc(-c4ccc(F)cc4)cn3c2C)n1	-38	1	0.7	-0.3	2	-9	4.4	-6	30
O=C(Cc1ccccc1)NCc1n[nH]c(=S)n1-c1ccc(Br)cc1	5	17	0.4	0.0	11	3	7.1	-5	6
O=C(Nc1cccc(O)c1)c1cc2nc(-c3ccccc3)cc(-c3ccccc3)n2n1	-9	2	0.1	1.9	17	-3	0.9	-9	4
O=C(OCc1csc(Nc2ccccc2)n1)c1ccc(Cl)cc1	3	-3	0.7	-2.1	-9	0	0.9	-2	5
Cc1ccccc1NC(=O)C1(NC(=O)c2cccc(N3C(=O)CSC3c3ccccc3)c2)CCCCC1 (stereo not drawn)	-2	-20	-1.4	0.4	4	-1	-0.6	-6	14
Cc1c(Nc2cc(N3CCCC(C)C3)c3nonc3c2[N+](=O)[O-])c(=O)n(-c2ccccc2)n1C (stereo not drawn)	-1	-2	0.1	-4.6	37	-4	-0.1	-7	.
CCN(CC)CCN(C(=O)c1ccc(N2C(=O)CCC2=O)cc1)c1nc2cc3c(cc2s1)OCO3	3	3	0.1	2.2	-34	0	1.0	3	3
CCOc1ccccc1NC(=O)COC(=O)c1cccc(-c2ccc(OC(C)=O)cc2)c1	3	0	0.3	1.0	9	0	0.7	-14	4
O=C(Cc1cccs1)Nc1ccc(Cl)cc1	-1	7	1.0	18	3	0	1.7	-5	9
COc1cc2c(C(=O)O)c(C)n(-c3ccccc3)c2c2ccccc12	-1	8	0.2	-4.0	44	-4	-0.7	-7	11
Cc1ccc(C(C)(C)C)c(OCCN2CCCC2)c1	1	4	0.0	2.5	5	-3	-0.2	-6	9
C/C=C/C=C/C(=O)OCC(=O)Nc1ccc(Cl)cc1	-1	-10	-0.5	-0.2	0	-2	1.1	-8	11
COc1ccc(OC)c(NC(=O)CCn2cccc2)c1	-2	0	0.7	1.0	5	1	1.7	-7	13
Oc1oc(-c2ccccc2)nc1C=Nc1ccccc1	4	-1	0.7	0.1	-21	2	0.1	-9	.
Cc1ccc(C(=O)N2CCC(C(=O)NCc3cccnc3)CC2)cc1	-4	8	1.1	0.0	-9	-1	-0.2	-1	9
Cc1nc(N2CCN(Cc3ccccc3)CC2)c(C#N)c2c1COC(C)(C)C2	-21	1	-0.9	-0.1	7	-6	-0.1	-3	13
Cc1onc(-c2ccccc2)c1C(=O)N1CCN(C(=O)c2ccco2)CC1	3	7	0.1	-0.9	17&-16	1	-1.2	-5	8&13
CCc1c(C)nc2c(OC)cccc2c1SCCC(=O)O	-4	1	1.2	0.0	7	1	0.5	-3	10
COc1ccccc1NC(=O)CSc1nnc(-c2ccco2)o1	2	1	0.7	-0.5	20	-2	1.9	-5	7
COc1ccc(NC(=O)CSc2nc(N)c(NC(=O)c3cccs3)c(=O)[nH]2)cc1	-2	11	2.3	4.7	9	1	0.6	-2	8
CC(C)Cc1nnc(NC(=O)c2cc3c(s2)CCC3)s1	21	37	0.0	0.9	-9	4	0.6	-5	6
Cc1ccc(S(=O)(=O)CCSc2nccn2C)cc1	-6	3	0.4	-1.0	-3	1	1.9	-9	10
CC(C)c1cc(C(=O)N/N=C/c2ccco2)n[nH]1	-2	3	1.8	0.2	1	0	0.3	1	10
CCOC1CC(C)(C)NC(=S)N1 (stereo not drawn)	-1	1	0.4	-0.6	12	1	-0.1	-11	4
CC(Nc1n[nH]c(=S)[nH]c1=O)C(=O)OCc1ccccc1 (stereo not drawn)	2	3	0.5	0.0	3	1	1.3	5	9
CN1CCN(C(=O)CCNC(=O)Cn2ccc3ccccc3c2=O)CC1	-2	2	0.7	-0.6	2	2	0.6	-7	7
Nc1nc(SCC(=O)NCc2ccccc2Cl)[nH]c(=O)c1NC(=O)c1ccccc1F	4	-1	0.9	1.5	16	-1	0.0	-5	5
COCCn1c(C)cc(C(=O)CSc2nc3ccccc3s2)c1C	0	3	-0.6	0.5	-52	7	-0.2	4	18
O=C(CSc1nc2ccccc2n1-c1ccccc1)NCC1CCCO1 (stereo not drawn)	-2	2	-0.1	-3.8	-25	-2	-0.2	-8	6
CC(=O)[C@@H]1[C@@H]2C(=O)N(C3CCCCC3)C(=O)[C@@H]2C2c3ccccc3C=CN21 (stereo partly drawn)	-31	0	-0.3	-0.8	28	-5	0.2	-5	2
C/C(N)=C(/C#N)C(=O)COC(=O)C1Cc2ccccc2CN1S(C)(=O)=O (stereo not drawn)	-5	1	0.2	-4.2	7	-2	-0.1	-11	9
CC(=O)c1cn(CC(=O)NCc2ccco2)c2ccccc12	-3	1	1.1	-1.0	-54&5	0	0.1	-4	18&10
Cc1cc(C(=O)NC(C)Cc2ccccc2)cc(C)c1[N+](=O)[O-] (stereo not drawn)	2	16	-0.7	0.6	-7	0	12	-6	4
Cc1cc(=O)[nH]c(N/N=C/c2cccs2)n1	-5	2	0.9	1.0	-2	2	0.0	-5	17
O=C(CNC(=O)c1ccco1)OCN1C(=O)c2ccccc2C1=O	1	0	0.1	-2.0	29	1	0.8	-3	4
CCOC(=O)C1(S(=O)(=O)c2ccc(Cl)cc2)CCN(Cc2ccccc2)CC1	7	-1	0.7	-2.3	20	-1	0.8	-3	5
C=CCOC(=O)c1[nH]c2c(c1C)C(=O)CC(c1ccco1)C2 (stereo not drawn)	8	-2	-0.2	-16	-15	17	-2.0	-5	12
O=C(NCC1CCCO1)c1ccc2ccccc2n1 (stereo not drawn)	0	0	0.1	0.4	8	2	0.1	2	8
CCN(c1ccccc1)S(=O)(=O)c1ccc(OC)c(OC)c1	0	1	-0.9	0.8	20	-2	0.3	4	9

# Going on with the list.
canonical_smiles	Runt-SMMHC FRET	Hck Nef HTS	PERK inh	TNF death inh	EP2 mod	Runt-CBFb FRET	zVAD death inh	RBBP9 inh	PGE2 EP2 inh
C(/CCc1ccccc1)=N\n1cnnc1	-2	2	0.9	0.3	7	-2	0.3	-11	4
CC(=O)Oc1ccc(-c2csc(Nc3cccnc3)n2)cc1	1	-1	0.6	-3.1	-6	-1	-0.3	1	9
CCOC(=O)C1(CCCc2ccccc2)CCN(CC(O)CO)CC1 (stereo not drawn)	-5	15	0.1	3.2	5	1	-1.5	7	15
CCCCN1C2CCCC1CC(NC(=O)N(C(C)C)C(C)C)C2 (stereo not drawn)	.	6	0.8	-0.4	.	.	0.1	7	.
C/C(=N/NC(=O)c1ccc(O)cc1)c1cccc([N+](=O)[O-])c1	-1	3	0.6	0.7	-18	1	1.1	-5	7
